Screening results from PubChem BioAssay.
HDAC3 inhib: blocks human histone deacetylase 3; hit rate 0.15% among 320,000; inhibition, % at 8.3 µM; recombinant HDAC3, fluorogenic peptide/trypsin coupled, fluorescence; O15379; in the data active means inhibition above about 26%, passing the limit was not always enough; inconclusive means no clear call, values can overlap the other calls
Target sequence (O15379 whole entry, looked up): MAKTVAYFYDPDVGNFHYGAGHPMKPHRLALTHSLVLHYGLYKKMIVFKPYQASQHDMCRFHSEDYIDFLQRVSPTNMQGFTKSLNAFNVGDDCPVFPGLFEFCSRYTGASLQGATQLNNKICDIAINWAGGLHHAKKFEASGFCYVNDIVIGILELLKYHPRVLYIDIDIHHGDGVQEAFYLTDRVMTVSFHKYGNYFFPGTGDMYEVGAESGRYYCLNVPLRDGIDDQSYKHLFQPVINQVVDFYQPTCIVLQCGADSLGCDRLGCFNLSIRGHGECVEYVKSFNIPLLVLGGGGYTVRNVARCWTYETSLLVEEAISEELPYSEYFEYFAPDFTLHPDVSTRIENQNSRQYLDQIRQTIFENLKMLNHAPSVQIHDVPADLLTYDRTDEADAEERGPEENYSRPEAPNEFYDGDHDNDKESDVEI
ANO1 activ: mouse TMEM16A channel activation, primary screen. B-score at 10 µM. hit rate 0.3% among 340,000. Q8BHY3. HEK293 TMEM16A/YFP-H148Q/I152L, iodide quench fluorescence; active compounds read low;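 active means fluorescence-ratio B-score plate-corrected deviation score at least 3 library SD below zero, with starting fluorescence score within 5 deviations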;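 further: channel opened by trigger with iodide after compound preincubation; score built on the fluorescence ratio of max minus min over baseline; more negative score means more quench and so TMEM16A activation or potentiation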
KCNK9 inh: blocks the human KCNK9 two-pore domain potassium channel; HEK293 KCNK9, FluxOR thallium flux fluorescence; active compounds read low; B-score at 10 µM; hit rate 1.2% among 310,000;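 active means ratio B-score over 3 SD below the library mean, with starting fluorescence within 5 SD of its mean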;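 further: negative B-score means less thallium flux so channel inhibition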
KCNQ1 inh: blocks the human KCNQ1 potassium channel; P51787; CHO-K1 KCNQ1, FluxOR thallium flux fluorescence; active compounds read high; B-score at 10 µM; hit rate 1.3% among 310,000; AID 2642;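 active means compounds whose thallium flux B-score, printed positive for inhibition, exceeds three library SD while starting fluorescence stays within three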;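 further: channel opened by potassium depolarization with thallium stimulus after 20 min compound exposure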
TRPC4 PAM: TRPC4 (mouse) allosteric potentiation. Q9QUQ5. hit rate 0.42% among 310,000. HEK293 TRPC4beta/mu-opioid, DAMGO EC20, Fluo-4 Ca2+ flux; active compounds read high. B-score at 10 µM;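 active means B-score of calcium response area above 5 SD of library B-scores, with initial fluorescence ratio within 5 SD of library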;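 further: B-score of integrated fluorescence ratio over time as area under calcium response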
DYRK1A inh: Dyrk1A (rat) kinase inhibition. ADP-Glo luminescence, NFATc1 peptide. hit rate 0.43% among 310,000. AID 504441. inhibition, % at 12.5 µM. Q63470; in the data active means inhibition above about 50%;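 further: plate controls were vehicle with enzyme for no effect and no enzyme for full effect; many of its hits are not listed in these tables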
ANO1 block: inhibitors of mouse TMEM16A calcium-activated chloride channel | AID 588511 | HEK293 TMEM16A/YFP iodide influx fluorescence, ionomycin | hit rate 1.2% among 310,000 | normalized B-score (activity score, 25-100; higher = stronger inhibition) at 10 µM;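 active means ratio plate-corrected score three or more library SD toward inhibition, starting fluorescence score within five deviations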;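 further: score derived from kinetic fluorescence span divided by baseline fluorescence per well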
KCNK3 block: human KCNK3 channel inhibition, primary screen; O14649; CHO-KCNK3 thallium flux, FluxOR fluorescence; active compounds read low; B-score at 10 µM; hit rate 0.84% among 340,000;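 active means B-score under library mean minus 4 SD, starting fluorescence ratio at most library mean plus 5 SD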;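 further: more negative B-score means stronger inhibition of thallium flux through KCNK3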
Target sequence (O14649 whole entry, looked up): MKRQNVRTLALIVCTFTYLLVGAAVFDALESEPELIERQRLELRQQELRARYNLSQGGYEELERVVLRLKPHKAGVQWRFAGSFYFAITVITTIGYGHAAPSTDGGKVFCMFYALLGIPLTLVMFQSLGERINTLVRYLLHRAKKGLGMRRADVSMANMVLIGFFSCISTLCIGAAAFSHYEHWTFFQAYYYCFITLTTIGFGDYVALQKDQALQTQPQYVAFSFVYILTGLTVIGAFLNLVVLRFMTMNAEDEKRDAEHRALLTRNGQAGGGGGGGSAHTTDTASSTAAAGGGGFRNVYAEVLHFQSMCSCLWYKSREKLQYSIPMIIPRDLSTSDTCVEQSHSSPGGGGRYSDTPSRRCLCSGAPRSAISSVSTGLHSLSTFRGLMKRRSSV
TRPC4 agonist: TRPC4 (mouse) channel activation. Q9QUQ5. HEK293 TRPC4beta/mu-opioid, Fluo4 calcium fluorescence; active compounds read high. B-score at 10 µM. hit rate 0.49% among 310,000;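 active means B-score above 5 SD of library B-scores, and initial fluorescence ratio not above library mean plus 5 SD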;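 further: positive B-score marks a calcium rise read as TRPC4 activation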
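Assay system: HEK293 stable line with TRPC4beta plus mu-opioid receptor; schedule: 45 min room-temperature Fluo4 loading, 110 s read; technique: kinetic Fluo4 calcium fluorescence; evaluation: integrated baseline-normalised fluorescence ratio, converted to per-well B score; controls: buffer (low) and maximal DAMGO (high)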
KCNQ1 act: human KCNQ1 channel potentiation or activation | P51787 | CHO-K1 KCNQ1, thallium flux FluxOR fluorescence; active compounds read high | B-score at 10 µM | hit rate 0.35% among 310,000 | AID 2648;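 active means fluorescence ratio B-score, a plate-corrected score, at least three library SD, with initial intensity B-score within 5 SD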
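assay system = KCNQ1-transfected CHO-K1 cells | medium = assay buffer with matched DMSO | probe or stimulus = depolarizing K+/Tl+ stimulus, K2SO4 and Tl2SO4 each 12.5 mM in 5x stock | dosing = single dose | incubation = dye 90 min, compound 20 min, room temperature | detection = kinetic FluxOR fluorescence, 10 s baseline plus 110 s post-stimulus | evaluation = ratio B score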
hERG rescue: shields human hERG channel from block by proarrhythmic agents; hit rate 0.51% among 310,000; CHO-hERG, FluxOR thallium flux, dofetilide IC70 present; AID 1511; activation (rescue from dofetilide block), less the hit threshold, % at 10 µM;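 active means activation above the mean of controls blocked by dofetilide plus 5 SD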;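 further: thallium influx through hERG after potassium depolarization seen as dye fluorescence rise; in these data hits start at about 4.7%; inactives centre near -7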
Numbers without * were called inactive; i = inactive; u = inconclusive; x = not tested or not shown. These rows are one share of the data; rates above refer to the full screens.

SMILES	HDAC3 inhib	ANO1 activ	KCNK9 inh	KCNQ1 inh	TRPC4 PAM	DYRK1A inh	ANO1 block	KCNK3 block	TRPC4 agonist	KCNQ1 act	hERG rescue
O=C1/C(=C\c2c(NCCOCCO)nc3ccccn3c2=O)SC(=S)N1Cc1ccco1	0	i	i	i	i	-4	i	i	i	i	-10
COc1ccc(CCNC(=O)c2cccnc2)cc1	-3	i	i	i	i	5	i	i	i	i	1
COc1ccc(C(=O)NNC2=NS(=O)(=O)c3ccccc32)cc1OC	-3	i	i	i	i	-8	i	i	i	i	-7
COc1ccc(S(=O)(=O)N2CCN(Cc3ccccc3)CC2)c(C)c1	4	i	i	i	i	x	i	i	i	i	-6
CC(=O)Nc1ccc(S(=O)(=O)Nc2nc3ccccc3nc2Nc2ccc(O)c(C(=O)O)c2)cc1	2	i	i	i	i	0	i	i	i	i	-8
FC(F)Oc1ccc(NC(=S)NC2CCCCCCC2)cc1	5	i	i	i	i	0	i	i	i	i	-3
O=C(Nc1ccccc1)NC1(C(=O)N2CCN(c3ncccn3)CC2)CCCCC1	-12	i	i	i	i	5	i	i	i	i	-7
O=C(c1cccs1)N1CCC(C(=O)N2CCN(Cc3ccc4c(c3)OCO4)CC2)CC1	6	i	i	i	i	-2	i	i	i	i	-11
Cc1c(OC(C)C(=O)NCC2CCC(C(=O)O)CC2)ccc2c3c(c(=O)oc12)CCCC3 (stereo not drawn)	-30	i	i	i	i	-10	i	i	i	i	-5
COc1ccc2cc(CN(Cc3cccnc3)S(=O)(=O)c3ccccc3)c(=O)[nH]c2c1	-7	i	i	i	i	-8	100*	i	i	i	-16
COc1ccc(NS(=O)(=O)c2ccc3c(c2)NC(=O)CO3)cc1	0	i	i	i	i	-4	i	i	i	i	-8
COC(=O)c1ccc(N/C=C\C(=O)c2ccc3c(c2)OCO3)cc1	-8	i	i	i	i	-5	i	i	i	i	-3
COc1cc(NC(=O)CSc2ccc3c(c2)OCCO3)cc(OC)c1OC	5	i	i	i	i	0	i	i	i	i	-6
O=C(CN1CCN(S(=O)(=O)/C=C/c2ccccc2)CC1)Nc1ccccc1N1CCOCC1	-1	i	i	i	i	-11	i	i	i	i	-15
O=C1CC(C(=O)Nc2cccc3ccccc23)C2(CCCC2)O1 (stereo not drawn)	3	i	i	i	i	5	i	i	i	i	7.8*
O=C(NCCCCC(NC(=O)c1ccc([N+](=O)[O-])cc1)C(=O)O)c1ccc([N+](=O)[O-])cc1 (stereo not drawn)	-2	i	i	i	i	0	i	i	i	i	-1
CSc1cccc(N/C(=N/S(=O)(=O)c2ccccc2)NN)c1	-1	i	i	i	i	-2	i	i	i	i	-8
CCCCOc1ccc(C(=O)NCCc2ccccc2)cc1	1	i	i	i	i	-8	i	i	i	i	2
CC1CCC2(CC1)NC(=O)N(CC(=O)Nc1ccc(N3CCOCC3)cc1)C2=O (stereo not drawn)	-2	i	i	i	i	4	i	i	i	i	-13
CC1CCN(CCOc2ccccc2-c2ccccc2)CC1	-9	i	i	i	i	-7	i	i	i	i	-11
N#C/C(=C\c1c[nH]c2ccccc12)C(N)=O	6	i	i	i	i	49	i	i	i	i	-9
Cc1cccnc1CN1CCN(C(=O)CCc2nnc(CCc3ccccc3)o2)CC1	-2	i	i	i	i	10	i	i	i	i	0
C/C(=N/NC(=O)c1ccc(Br)o1)c1cccc(NC(=O)c2ccc(F)cc2)c1	-4	i	i	i	i	21	i	i	i	i	-11
COc1cccc(OC)c1C(=O)NCCSC1CCCCC1	-3	i	i	i	i	6	i	i	i	i	-5
Cc1c(Cl)cccc1NC(=O)CC1NCCNC1=O (stereo not drawn)	8	i	i	i	i	1	i	i	i	i	-10
The listing continues:
SMILES	HDAC3 inhib	ANO1 activ	KCNK9 inh	KCNQ1 inh	TRPC4 PAM	DYRK1A inh	ANO1 block	KCNK3 block	TRPC4 agonist	KCNQ1 act	hERG rescue
COC(=O)C1=C(C)Nc2ncnn2C1c1ccccn1 (stereo not drawn)	3	i	i	i	i	-19	i	i	i	i	-10
CN(C(=O)CN1C(=O)NC(C)(CCc2ccccc2)C1=O)c1ccccc1 (stereo not drawn)	4	i	i	i	i	12	i	i	i	i	-11
O=[N+]([O-])c1ccc(O)c(/C=N/Nc2nn[nH]n2)c1	5	i	i	i	i	8	i	i	i	i	0
CC(C)(C)SCCNC(=O)c1ccc(Cl)c(S(=O)(=O)N2CCOCC2)c1	-2	i	i	i	i	-2	i	i	i	i	-5
COc1ccc(Cn2nnnc2CN2CCc3ccccc3C2)cc1	-2	i	i	i	i	3	i	i	i	i	-10
O=C(CCNC(=O)c1ccco1)Nc1cccc(Br)c1	2	i	i	i	i	x	i	i	i	i	-2
CCc1nc(N2CCC3(CC2)OCCO3)c2nnn(Cc3ccccc3Cl)c2n1	0	i	i	i	i	0	i	i	i	i	-7
COc1cc2c(cc1OC)-c1cc3ccc4c(c3c[n+]1CC2)OCO4	3	i	i	i	i	16	i	i	i	i	-25
COc1ccc(C(=O)Nc2ccc(S(=O)(=O)Nc3nccc(C)n3)cc2)cc1	-1	i	i	i	i	-4	i	i	i	i	-6
CCS(=O)(=O)N1CCC(C(=O)Nc2cc([N+](=O)[O-])ccc2C)CC1	1	i	i	i	i	5	i	i	i	i	-7
CCOC(=O)c1cnc(SCc2ccc(C(C)(C)C)cc2)nc1N	-1	i	i	i	i	-4	i	i	i	i	-6
COc1ccc(NC(=O)c2cc(-c3ccccc3)on2)cc1OC	8	i	i	i	i	3	i	i	i	i	-5
COc1cccc2cccc(/C=N/n3cnnc3)c12	0	i	i	i	i	13	i	i	i	i	-8
Cc1cccc(C)c1NC(=O)C1(N(C(=O)c2ccccn2)c2ccc(O)cc2)CCCCC1	-4	i	i	i	i	4	i	i	i	i	-5
CCOc1ccc(CCNC(=O)c2cccc(S(=O)(=O)N3CCN(C(C)=O)CC3)c2)cc1OCC	-10	i	i	i	i	0	i	i	i	i	-6
O=C(CSc1ncn[nH]1)Nc1ncc(C(F)(F)F)cc1Cl	6	i	i	i	i	1	i	i	i	i	-4
Oc1ccc(-c2n[nH]c(C(F)(F)F)c2-c2ccccc2)c(O)c1	4	i	i	8*	i	37	100*	i	i	i	-20
COc1ccc(NS(=O)(=O)c2cccc(C(=O)N3CCN(c4ccccc4O)CC3)c2)cc1	x	i	i	i	i	-4	i	i	i	i	-12
Cc1cccc(Oc2cc(N)cc([N+](=O)[O-])c2)c1	2	i	i	i	i	-4	i	i	i	i	-13
COc1ccccc1-c1cc(C(=O)N2CCCC2)no1	u	i	i	i	i	3	i	i	i	i	-6
CC(Oc1ccc(Br)cc1Br)C(=O)Nc1cccnc1 (stereo not drawn)	0	i	i	i	i	-7	i	i	i	i	12*
COCCn1c(-c2ccccc2Cl)nc2c(c(=O)c3ccccc3n2C)c1=O	-1	i	i	i	i	-4	i	i	i	i	-6
COc1ccc2c(c1)CC/C(=C/c1ccco1)C2=O	-3	i	i	i	i	18	i	i	i	i	-8
CCOc1ccc(C(C(=O)NC2CCCC2)N(CCCO)C(=O)c2ccc(-c3ccccc3)[nH]2)cc1 (stereo not drawn)	3	i	i	i	i	1	i	i	i	i	-11
Cc1ccc2nc(NC(=O)COC(=O)c3ccncc3)sc2c1	1	i	i	i	i	5	i	i	i	i	-11

Overlap with the part before: 4 compounds, followed by the next part.
SMILES	HDAC3 inhib	ANO1 activ	KCNK9 inh	KCNQ1 inh	TRPC4 PAM	DYRK1A inh	ANO1 block	KCNK3 block	TRPC4 agonist	KCNQ1 act	hERG rescue
COCCn1c(-c2ccccc2Cl)nc2c(c(=O)c3ccccc3n2C)c1=O	-1	i	i	i	i	-4	i	i	i	i	-6
COc1ccc2c(c1)CC/C(=C/c1ccco1)C2=O	-3	i	i	i	i	18	i	i	i	i	-8
CCOc1ccc(C(C(=O)NC2CCCC2)N(CCCO)C(=O)c2ccc(-c3ccccc3)[nH]2)cc1 (stereo not drawn)	3	i	i	i	i	1	i	i	i	i	-11
Cc1ccc2nc(NC(=O)COC(=O)c3ccncc3)sc2c1	1	i	i	i	i	5	i	i	i	i	-11
CC1CCC2(CC1)NC(=O)N(CC(=O)NC(=O)Nc1ccc3c(c1)OCCO3)C2=O (stereo not drawn)	3	i	i	i	i	0	i	i	i	i	-15
O=C(COC(=O)c1cc2ccccc2o1)c1ccccc1	0	i	i	i	i	6	i	i	i	i	-1
CCOC(=O)c1c(NC(=O)CSc2nnc(Cc3csc(N)n3)n2C)sc(C)c1C	-1	i	i	i	i	1	i	i	i	i	-8
Cc1cccc(N2CCN(C(=O)C3CCCN(S(=O)(=O)c4c(C)noc4C)C3)CC2)c1C (stereo not drawn)	x	i	i	i	i	0	i	i	i	i	-13
COc1ccc(-c2c(C)oc3c(CN4CCOCC4)c(O)ccc3c2=O)cc1OC	-1	i	i	i	i	9	i	i	i	i	-3
COc1ccc(OC)c(S(=O)(=O)Nc2cc3c(cc2N2CCCC2)n(C)c(=O)c(=O)n3C)c1	-1	i	i	i	i	-2	i	i	i	i	-13
CC1=C(C(=O)OCCCCCl)C(c2cc3c(cc2Br)OCO3)NC(=O)N1 (stereo not drawn)	4	i	i	i	i	7	i	i	i	i	-8
O=C(CSCc1c(F)cccc1F)Nc1ccccc1	7	i	i	i	i	8	i	i	i	i	-6
COC(=O)[C@@H](NC(=O)N1CCC(Cc2ccccc2)CC1)C(C)C	3	i	i	i	i	0	i	i	i	i	0
Cc1ccc(S(=O)(=O)N2CCN(C(=O)CCC(=O)N3CCc4ccccc43)CC2)cc1	-1	i	i	i	i	-1	i	i	i	i	-5
O=C(CCN1C(=O)/C(=C/c2ccccc2)SC1=S)N[C@@H](CO)Cc1ccccc1	5	i	i	i	i	4	i	i	i	i	-10
CN(C)/C=C/C1=CC(=O)CC(C)(C)C1	-3	i	i	i	i	-3	i	i	i	i	-5
COc1cc(-c2onc3ccc(Br)cc23)cc(OC)c1OC	0	i	i	i	i	16	i	i	i	i	1
CCC(C(=O)OCC(=O)NC(=O)c1ccccc1OC)c1ccccc1 (stereo not drawn)	3	i	i	i	i	5	i	i	i	i	-15
CCCn1c(C)cc(=O)c2cc(NC(=O)c3cnccn3)ccc21	0	i	i	i	i	14	i	i	i	i	-3
Cc1ccccc1C(=O)OCC(=O)N(C)c1c(N)n(Cc2ccccc2)c(=O)[nH]c1=O	2	i	i	i	i	-4	i	i	i	i	-4
O=C(N/N=C/c1ccc(Br)cc1)c1ccccc1-n1cccc1	1	i	i	i	i	-5	i	i	i	i	-4
